ALDH1A1 block – ALDH1A1 (human) enzyme inhibition | P00352 | Purified ALDH1A1, NADH fluorescence, propionaldehyde substrate | Potency, µM (doses to about 75.3 µM), for the others: at the highest dose activity, negative = inhibition, hits mostly inhibitors | 7.3% of 220,000 active | AID 1030; active = well fitted inhibition curve with a large enough effect, not every such curve was filed as active; inconclusive = small, poorly fitted or top-dose-only effect, or another doubt; inactive = no such curve, though single readings can be large or run the other way;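 note: plate controls were no enzyme wells and a reference inhibitor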
Target sequence (P00352 whole entry, looked up): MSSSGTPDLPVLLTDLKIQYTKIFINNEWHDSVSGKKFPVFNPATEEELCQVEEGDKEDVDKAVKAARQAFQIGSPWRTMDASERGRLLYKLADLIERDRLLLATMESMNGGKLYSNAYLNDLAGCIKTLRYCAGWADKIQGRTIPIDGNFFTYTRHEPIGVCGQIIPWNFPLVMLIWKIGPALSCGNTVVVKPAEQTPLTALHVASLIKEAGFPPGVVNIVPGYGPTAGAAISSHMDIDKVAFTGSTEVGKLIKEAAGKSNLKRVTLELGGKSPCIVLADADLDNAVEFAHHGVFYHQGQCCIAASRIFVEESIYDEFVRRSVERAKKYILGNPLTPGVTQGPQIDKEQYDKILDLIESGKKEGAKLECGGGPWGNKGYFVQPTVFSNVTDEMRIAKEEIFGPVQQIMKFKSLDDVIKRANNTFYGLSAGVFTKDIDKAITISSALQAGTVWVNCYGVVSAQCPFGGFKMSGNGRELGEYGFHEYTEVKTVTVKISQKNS
TR SRC2 fluor cs – alters Texas Red total fluorescence, flagging assay interference; TRb/SRC2 Texas Red total fluorescence interference; Potency, µM (titrated, usually from 106 µM), without a hit: at the highest dose fluorescence change, negative = quenching; 0.29% of 280,000 active; AID 1479; active = well fitted curve in either direction with a large enough effect; inconclusive = small, poorly fitted or top-dose-only effect; note: % is set by controls: 0 for no effect and ±100 for the full control effect
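Flags fluorescent or light-absorbing compounds by total fluorescence, S + 2P, at 555 nm excitation and 632 nm emission. Mixture: 20 nM Texas Red SRC2 peptide, 0.6 uM human TRb LBD, 1 uM T3, 5% DMSO; compound exposure 5 h at ambient temperature.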
TRb-SRC2 inh – TRbeta-SRC2 interaction inhibition; P10828; TRbeta-SRC2 peptide binding, fluorescence polarization; receptor liganded with 1 µM T3; Potency, µM (top dose mostly 106 µM), inactives show at the highest dose activity change, negative = inhibition, hits mostly inhibitors; 0.065% of 280,000 active; AID 1469;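 note: plate controls were bound peptide for no effect and peptide without receptor for full effect; nearly all actives have a fitted effect of over 50% in size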
Target sequence (P10828 whole entry, looked up): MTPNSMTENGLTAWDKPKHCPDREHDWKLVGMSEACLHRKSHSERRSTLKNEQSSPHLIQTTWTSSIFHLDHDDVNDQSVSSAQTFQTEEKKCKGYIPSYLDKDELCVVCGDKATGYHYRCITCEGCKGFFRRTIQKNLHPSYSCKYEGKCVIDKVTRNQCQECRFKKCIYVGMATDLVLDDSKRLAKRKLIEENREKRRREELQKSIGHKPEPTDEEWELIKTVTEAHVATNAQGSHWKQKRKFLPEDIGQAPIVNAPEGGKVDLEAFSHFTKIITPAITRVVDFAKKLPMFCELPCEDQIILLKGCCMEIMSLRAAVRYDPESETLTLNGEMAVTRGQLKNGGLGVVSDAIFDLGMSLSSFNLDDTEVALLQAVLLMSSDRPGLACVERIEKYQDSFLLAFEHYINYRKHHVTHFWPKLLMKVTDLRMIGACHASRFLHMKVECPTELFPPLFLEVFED
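Decrease in fluorescence polarization of 20 nM Texas Red SRC2 coactivator peptide flagged inhibition of its binding to 0.6 uM TRb LBD; 1 uM T3 included, incubation 5 hr, ex 555/em 632 nm.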
JMJD2E inh – blocks human JMJD2E demethylase activity. AID 2147. JMJD2E catalytic domain, FDH-coupled NADH fluorescence (FDH is formaldehyde dehydrogenase). Potency, µM (titrated, usually from 57.1 µM), for the others: top-dose activity change, negative = inhibition, hits mostly inhibitors. 1.6% of 230,000 active; active = well fitted inhibition curve with a large enough effect, not every such curve was filed as active; inconclusive = small, poorly fitted or top-dose-only effect, or another doubt; inactive = no such curve, though single readings can be large or run the other way;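 note: 0% = wells with enzyme and -100% = buffer wells without enzyme; nearly all actives have a fitted effect of over 50% in size; many of its hits are not listed in these tables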
RECQ1 inh – RECQ1 (human) helicase inhibition. AID 2549. 0.54% of 240,000 active. RECQ1 DNA unwinding, red fluorescence kinetic read. Potency, µM (top dose mostly 57.3 µM), inactives show at the highest dose activity, negative = inhibition, most hits filed as inhibitors. P46063;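 note: plate controls were vehicle for no effect and no enzyme for full effect; nearly all actives have a fitted effect of over 30% in size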
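RECQ1T1 50 nM; forked duplex (20 bp + 30-nt ss tails) 200 nM, ATP 2 mM final; pH 8.0, 2 mM MgCl2, 2.5 ug/ml poly(dI-dC); 15 min compound preincubation; discontinuous kinetic read over 2 h at RT.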
SMN2 splice enh – increases expression of the SMN2 splice variant. HEK293 SMN2-luciferase splicing reporter, luminescence, 30-36 h. 2.8% of 210,000 active. AID 1458. Potency, µM (highest dose often 46.1 µM), without a hit: at the top dose activity change, positive = activation, hits mostly activators; note: % of control where 0% means no effect; nearly all actives have a fitted effect of over 55% in size
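HEK293 cells carry an SMN2 […]–luciferase reporter in which exon 7 inclusion puts luciferase in frame. Cells were plated 10-12 h before compound addition, then incubated 30-36 h at 37C. ONE-Glo luminescence was read; sodium butyrate at 4.5 mM final served as control.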
LMNA splice mod – LMNA splicing modulation; AID 1487; Potency, µM (doses to about 46.1 µM), without a hit: at the highest dose ratio change, negative = inhibition, usual class: inhibitors; HeLa LMNA splicing GFP/RFP minigene ratio, 48 h; 0.01% of 200,000 active; active = well fitted inhibition curve with a large enough effect in the signal ratio, with a control signal flat, not every such curve was filed as active; inconclusive = small, poorly fitted or top-dose-only effect, or effect the other way, or a change in a side signal; the % refers to the signal ratio; note: % is set by controls: 0 for no effect and ±100 for the full control effect
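S3 HeLa stable clones carrying a lamin A-EGFP splicing minigene plus DsRed2 were seeded at 600 cells/well in Opti-MEM with 2% FBS, pin-dosed and incubated 48 h at 37°C. Acumen cytometry (488 nm) gave the GFP/RFP total-intensity ratio.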
RGS12 GoLoco inh – blocks human Gai1 binding to RGS12 GoLoco peptide, red readout; P63096; Potency, µM (series often up to 61.6 µM), for the others: at the highest dose activity, negative = inhibition, hits mostly inhibitors; Gai1:RGS12 GoLoco peptide FP, rhodamine, 10 min; AID 880; 0.44% of 230,000 active; active = well fitted inhibition curve with a large enough effect, not every such curve was filed as active; inactive = no such curve, though single readings can be large or run the other way; note: % is set by controls: 0 for no effect and ±100 for the full control effect; nearly all actives have a fitted effect of over 30% in size; many of its hits are not listed in these tables
The depositor's hits bear a star; i = inactive; ? = inconclusive; nt = not tested or not shown; [ ] = remark or other dose. Unless noted, calls come from the whole dose curve; as a rule, active = well fitted curve in the direction sought with a large enough effect; inconclusive = small, poorly fitted or top-dose-only effect, or another doubt; inactive = no such curve, though single readings can be large; an effect the other way counts as inactive or inconclusive. Potency is the fitted concentration of half-maximal effect. Some of the compounds tested, so the mix of outcomes need not match the whole.

SMILES	ALDH1A1 block	TR SRC2 fluor cs	TRb-SRC2 inh	JMJD2E inh	RECQ1 inh	SMN2 splice enh	LMNA splice mod	RGS12 GoLoco inh
O=C1C2C3C=CC(C2C(=O)N1c1ccccc1O)C1C2C(=O)N(c4ccccc4O)C(=O)C2C31 (stereo not drawn)	2%	-1%	-2%	8%	i	0%	?	5%
CN1C(=O)C2C=CC1C1C(=O)N(c3ccccc3)C(=O)C21 (stereo not drawn)	11%	-11%	-7%	-10%	12%	18%	7%	-6%
COc1ccc2c(c1)C(=O)/C(=C/C=C/c1ccccc1)CC2	?	5%	-12%	6%	-10%	11µM*	?	-1%
O=C(O)c1ccc(-c2ccccc2)[nH]1	-5%	-1%	3%	-12%	-3%	-16%	?	0%
Cc1nc2ccccc2c(=O)n1/N=C/c1ccc(O)cc1	-11%	-6%	4%	1%	-3%	-17%	-6%	9%
Cn1c(SCC(=O)Nc2cccc(F)c2)nnc1-c1cc2ccccc2o1	4%	1%	7%	5%	-1%	?	11%	8%
Cc1ccc(OCc2nc(-c3ccccn3)no2)cc1	8%	-1%	-6%	-6%	-5%	8.9µM*	5%	9%
O=C1C(NS(=O)(=O)c2ccc(Cl)cc2)=C(N2CCCCC2)C(=O)c2ccccc21	8.9µM*	7%	1%	4%	-5%	-3%	-14%	6%
C#CCOC(=O)C(NC(=O)c1ccccc1)=C1CCCCC1	-1%	-4%	-1%	-5%	?	-1%	0%	8%
COc1ccc(CCNC(=O)Cn2nnc(-c3ccccc3F)n2)cc1OC	8%	0%	11%	7%	-5%	-4%	3%	-5%
CSc1ccc(NC(=O)NCCCN2CCN(c3ccccc3F)CC2)cc1	?	3%	3%	3%	-2%	-2%	-11%	0%
CC(=O)c1c(NC(=O)C(C)C)nc(C)nc1-c1ccccc1	0%	-1%	-16%	5%	0%	16%	1%	9%
COc1ccc(CNC(=O)c2cc(COc3c(F)cccc3F)on2)cc1OC	?	-9%	-7%	2%	i	nt	nt	-7%
CC(=O)Oc1ccc2c(=O)c(/C=N/c3cc(=O)[nH]c(=S)[nH]3)coc2c1	-6%	-4%	-1%	-28%	0%	nt	nt	-5%
CC(=O)c1c(-c2ccc(Cl)cc2)c2ccccc2[nH]c1=O	-6%	-2%	-4%	-4%	-8%	-6%	nt	7%
Clc1ncnc2scc(-c3ccc(Br)cc3)c12	5%	-1%	4%	4%	-13%	-31%[inhibitor]	?	5%
COC(=O)Cc1ccc(N(Cc2ccccc2F)S(=O)(=O)c2ccc(C)cc2)cc1	2%	2%	8%	1%	1%	nt	?	-14%
COc1ccccc1OCc1ccc(C(=O)OCC2CCCO2)o1 (stereo not drawn)	6%	1%	-2%	-1%	0%	19%	-15%	0%
CC1CCC/C(=C\Nc2ccccc2C(=O)O)C1=O (stereo not drawn)	?	-2%	-5%	?	-4%	14%	7%	-9%
CC(C)(C)NC(=O)C(c1ccc(OCC(N)=O)cc1)N(C(=O)c1cccnc1)C1CC1 (stereo not drawn)	13%	0%	-8%	-6%	-2%	-2%	1%	11%
C/C(=N/OCC(=O)Nc1ccc(C)cc1C)c1cccs1	20%	2%	3%	-3%	i	?	-5%	-2%
COc1ccccc1-c1cc(NCc2cccc(C)c2)ncn1	-10%	nt	nt	nt	-7%	nt	?	4%
CCOC(=O)c1c(NC(=O)C(C)S(=O)(=O)c2cn(CC)c3ccccc23)sc2c1CCCC2 (stereo not drawn)	?	-2%	-6%	-13%	-5%	-9%	?	-1%
NC(=O)C1CCN(c2ccc(C(F)(F)F)cc2[N+](=O)[O-])CC1	8%	1%	-2%	7%	-16%	-10%	6%	14%
Cc1ccc(CNC(=O)CN(CCc2ccccc2)S(C)(=O)=O)cc1	-4%	-1%	0%	7%	14%	-3%	21%[46 µM]	5%
CCOC(=O)CSC(=S)NC(=O)c1ccc(OC)cc1	?	-1%[53 µM]	-6%[53 µM]	8%	-5%	-1%	-9%	-14%
CC(=O)C1C(=O)C=C(c2cccs2)CC1c1ccccc1 (stereo not drawn)	?	-1%	2%	-20%	-9%	7%	9%[9.22 µM]	7%
COc1ccc(OC)c(S(=O)(=O)NCCC(C)C)c1	14µM*	1%	-1%	-1%	-1%	6%	nt	11%
COc1cc(CNCc2ccccc2)c(Br)cc1OC1CCCC1	-1%	-1%	0%	-2%	i	-17%	-18%[46 µM]	6%
CSc1nc(NC(C)(C)C)nc(Oc2ccc(=O)n(C)n2)n1	4%	-1%	-6%	-1%	-8%	8%	-21%	14%
Cc1cc(Br)ccc1SCC(=O)OCC(=O)NC(C)c1ccccc1 (stereo not drawn)	3%	-2%	-1%	3%	-13%	-6%	8%	8%
CCC(=O)Nc1ccc(C(=O)NNC(=O)COc2cc(C)ccc2C)cc1	0%	-5%	1%	?	-7%	-8%	?	4%
Cc1ccc(NC(=O)[C@@H]2CCCN2S(=O)(=O)c2ccccc2F)cc1S(=O)(=O)N1CCOCC1	-1%	1%	-2%	8%	-1%	8%	-4%	-41%
COC(=O)C(C)NC(=S)N1CCN(c2c(F)cc3c(=O)c(C(=O)O)cn(C4CC4)c3c2OC)CC1C (stereo not drawn)	nt	-2%	1%	?	-1%	nt	nt	-4%
CN1CCN(CC(=O)Nc2nc3c(s2)CCCC3)CC1	nt	-3%	1%	-4%	14%	nt	nt	9%
COc1ccc(-c2nnc3sc(COc4ccccc4)nn23)cc1	-6%	0%	2%	1%	i	-24%	?	7%
COc1ccc(C(CC(=O)Nc2cc([N+](=O)[O-])ccc2OC)c2ccccc2)cc1 (stereo not drawn)	-15%	-1%	11%	-8%	-10%	-41%[inhibitor]	-7%	16%
CSc1snnc1-c1ccccc1	-4%	-2%	7%	-5%	-5%	-2%	-4%[46 µM]	14%
CN=Cc1sc2ccccc2c1O	0%	1%	6%	?	0%	-11%	?	13%
CCOC(=O)c1ccc2nc(C(F)(F)F)[nH]c(=O)c2c1	?	0%	2%	?	0%	-15%	17%	1%
O=C1CC(c2ccccc2)CC2=C1CN(C1CCCCC1)CN2 (stereo not drawn)	-6%	-2%	-16%	-2%	3%	nt	?	5%
CCN(CC)CCN(C(=O)CN1C(=O)CCC1=O)c1nc2cc3c(cc2s1)OCO3	1%	-1%	0%	7%	i	-10%	5%[9.22 µM]	-2%
Cn1cccc1C(=O)NC(=O)CSc1cccc[n+]1[O-]	?	-1%	-2%	-5%	1%	8%	4%	0%
COc1cc(C)ccc1OCCOc1cc(C)ccc1Cl	?	1%	-10%	7%	5%	nt	-1%	14%
CC1CCCN(C(=O)c2ccc3nc[nH]c3c2)C1 (stereo not drawn)	?	2%	11%	6%	4%	-4%	0%	-10%
O=C(OC(C(=O)NCc1ccco1)c1ccc(Cl)cc1)c1cccs1 (stereo not drawn)	nt	-2%	0%	2%	-9%	nt	nt	11%
O=C(O)C1CCCCC1C(=O)NCc1ccc(Cl)c(Cl)c1 (stereo not drawn)	3%	-3%	-9%	-14%	11%	nt	nt	5%
Cn1c(N2CCCC2)nc2c1c(=O)n(Cc1ccc(Cl)cc1)c(=O)n2C	-6%	-6%	2%	-5%	-1%	-26%	?	4%
O=C(CN1CCN(S(=O)(=O)c2ccccc2)CC1)Nc1ccc(Cl)c(Cl)c1	-2%	-1%	-8%	0%	-18%	-36%[inhibitor]	?	5%
COc1ccccc1CNc1nc(-c2cccc(C#N)c2)nc2ccccc12	-14%	nt	nt	nt	-7%	nt	?	6%
O=C(Nc1nc2ccccc2[nH]1)c1ccc([N+](=O)[O-])cc1	-2%	4%	3%	-2%	-9%	2.5µM*	11%[46 µM]	-7%
COCc1cc(=O)[nH]c(SCC(=O)c2ccccc2)n1	-4%	-4%	9%	1%	i	nt	nt	-4%
CN1C2=CC=CC=CC2=[N+](C)C12C=CC(=[N+]([O-])[O-])C=C2[N+](=O)[O-] (stereo not drawn)	?	8%	-4%	-3%	i	-32%[inhibitor]	?	39%[activator]
CCOC(=O)c1cnc2c(cnn2C)c1Oc1ccc(OC)cc1	-2%	-1%	-5%	10%	-2%	-4%	nt	1%
COc1ccccc1NC(=S)NCc1ccc2c(c1)cc(C)n2C	?	0%	0%	-12%	-5%	6%	nt	7%
N#CC1=C(S)N(c2ccc(F)cc2)C(c2ccco2)NC1=O (stereo not drawn)	?	-2%	2%	-9%	i	3%	-10%[46 µM]	-5%
O=C(Cn1c(C(=O)N2CCN(C3CCCC3)CC2)cc2sccc21)c1ccccc1	2%	0%	3%	4%	-10%	nt	-3%	nt
COc1ccc(CN2CCNC(=O)C2CC(=O)N2CCCO2)c(OC)c1 (stereo not drawn)	3%	-4%	0%	5%	-1%	nt	2%[46 µM]	17%
Cc1nnc(SCC(=O)Nc2nc(-c3ccccc3)cs2)n1N	-8%	-2%	-10%	2%	i	-4%	11%	4%
Cc1cc(/C=C2\SC(=Nc3ccc(N4CCOCC4)cc3)N(C)C2=O)c(C)n1-c1cccnc1	-4%	-1%	0%	-4%	-9%	-2%	-1%	20%
CCN(CC)c1ccc2cc(-c3nnc(-c4ccncc4)o3)c(=O)oc2c1	?	-2%	10%	?	3%	11µM*	?	4%
CN1CCN(CCC(=O)N/N=C/c2ccccc2F)CC1	nt	-1%	-3%	5%	-2%	nt	nt	-10%
CCC(C#CCN1CCCCC1)(CC)OCCC#N	5%	-1%	-8%	-6%	-3%	-15%	16%	10%

Compound activity deposited in PubChem BioAssay by National Center for Advancing Translational Sciences (NCATS).
